ERK EGF inh: inhibitors of EGF-stimulated ERK signaling pathway. Potency, µM (top dose mostly 11.5 µM), inactives show at the highest dose activity change, negative = inhibition, actives largely listed as inhibitors. AID 1454. HEK293-V1b, EGF-stimulated phospho-ERK AlphaScreen. hit rate 0.41% among 130,000; active means well fitted inhibition curve with a large enough effect;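 further: plate controls were stimulated vehicle wells for no effect and unstimulated vehicle basal for full effect; nearly all actives have a fitted effect of over 55% in size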
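Compounds are titrated over HEK293-V1b cells kept overnight in 1% FBS. After 30 min at 37C, EGF (25 nM final) triggers ERK phosphorylation for 5 min, measured by AlphaScreen in lysates.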
Numbers without * were called inactive; [ ] = another dose, or the depositor's remark. Potency means the concentration at half of the fitted maximal effect. A portion of the library; the hit share may differ from the screen's.

SMILES | ERK EGF inh
CC(=O)C1=C(O)C2C3c4c[nH]c5cccc(c45)CC3C(C)(C)N2C1=O (stereo not given) | 23%
C[C@@]12CC[C@H]3[C@@H](CCC4=CC(=O)CC[C@]43C)[C@H]1CC[C@H]2C(=O)CO | 11%[25.7 µM]

Screens (PubChem BioAssay)
